Vif-A3F inh: inhibitors of Vif-A3F interaction; 390,000 tested, 0.2% active; Potency, µM (highest dose often 46.1 µM), without a hit: at the top dose activity, negative = active; HeLa A3F-eYFP + Vif (tagged APOBEC3F with the HIV-1 protein that degrades it), YFP fluorescence increase; note: potency is the fitted concentration of half-maximal effect; % of control where 0% means no effect; nearly all actives have a fitted effect of over 65% in size
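Fluorescence increase (Ex 488/Em 500-530) after overnight compound treatment at 37 deg C flags inhibition of Vif-driven A3F-eYFP loss in stable HeLa A3F-eYFP/Vif cells seeded overnight beforehand.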
D1 PAM: human D1 dopamine receptor positive modulation. HEK293 TREx D1 cells, calcium flux, dopamine EC20 potentiation. potentiation, % at 10 µM. 360,000 tested, 0.036% active. AID 504651; in the data active = potentiation above about 30%; note: 0% is about no effect
Glioma ERSR ind: inducers of ER stress response in human glioma cells. U87-MG GRP78 promoter luciferase reporter, 16 h. Potency, µM, inactives show top-dose activation, usual class: activators. 420,000 tested, 0.02% active. AID 602332; note: potency is the fitted concentration of half-maximal effect; series mostly up to about 76 µM; % of control where 0% means no effect; nearly all actives have a fitted effect of over 35% in size
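Stably transfected U87-MG glioma cells carrying a GRP78-based luciferase sensor; 16 h compound incubation. Luminescence end-point read 10 min after Bright-Glo addition at room temperature.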
Vif-A3G inh: Vif-A3G binding inhibition. Q9HC16. 410,000 tested, 0.076% active. AID 602310. Potency, µM (highest dose often 46.1 µM), for inactives: top-dose activity, negative = active, hits mostly inhibitors. HeLa A3G-eYFP + Vif (tagged APOBEC3G with the HIV-1 protein that degrades it), YFP fluorescence, overnight;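 note: potency is the fitted concentration of half-maximal effect; % is set by controls: 0 for no effect and ±100 for the full control effect; nearly all actives have a fitted effect of over 60% in size; hits raise eYFP signal because A3G escapes Vif-driven loss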
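HeLa cells stably expressing Vif and C-terminally eYFP-tagged A3G, seeded overnight at 37 deg C, then exposed to compound by pintool overnight at 37 deg C. Rise in yellow fluorescence (Ex 488/Em 500-530, Acumen) marks blocked Vif-driven A3G degradation.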
D1 ag: human D1 receptor agonism; HEK293 T-REx D1 cells, calcium flux, agonist mode; P21728; activation, % at 2 µM; 360,000 tested, 1% active; AID 504660; in the data active = activation above about 30%; note: 0% is about no effect
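Inducible HEK293 T-REx D1 cells, force-coupled to calcium signalling, were plated at 4000 cells/well with tetracycline and held overnight at 30 C. After no-wash calcium dye loading, compound-evoked calcium rise over 180 s flagged agonists.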
LDHA block: LDHA (human) enzyme inhibition | P00338 | purified LDHA, NADH/diaphorase-resazurin fluorescence; hits give low values | activity change, % (values are at about 110 or 230 µM) | 480,000 tested, 0.15% active; in the data active = activity change below about -30%;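 note: plate controls were DMSO wells for no effect and wells without enzyme for full effect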
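Remaining NADH was detected by diaphorase (0.133 mg/mL) converting 37 µM resazurin to fluorescent resorufin, read at 0 and 20 minutes. The preceding 5-minute room-temperature reaction used 2 nM LDHA, 0.2 mM sodium pyruvate and 0.06 mM NADH at pH 7.4.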
RXFP1 ag: agonists of human relaxin receptor RXFP1 | AID 2676 | HEK293T-RXFP1 cAMP TR-FRET, 30 min; response scale: percent of porcine relaxin response, buffer zero | Potency, µM (doses to about 57.5 µM), for the others: top-dose activation, most hits filed as activators | 370,000 tested, 0.3% active; note: potency is the fitted concentration of half-maximal effect; % is set by controls: 0 for no effect and ±100 for the full control effect; nearly all actives have a fitted effect of over 60% in size; many of its hits are not listed in these tables
Target sequence (Q9HBX9 whole entry, looked up): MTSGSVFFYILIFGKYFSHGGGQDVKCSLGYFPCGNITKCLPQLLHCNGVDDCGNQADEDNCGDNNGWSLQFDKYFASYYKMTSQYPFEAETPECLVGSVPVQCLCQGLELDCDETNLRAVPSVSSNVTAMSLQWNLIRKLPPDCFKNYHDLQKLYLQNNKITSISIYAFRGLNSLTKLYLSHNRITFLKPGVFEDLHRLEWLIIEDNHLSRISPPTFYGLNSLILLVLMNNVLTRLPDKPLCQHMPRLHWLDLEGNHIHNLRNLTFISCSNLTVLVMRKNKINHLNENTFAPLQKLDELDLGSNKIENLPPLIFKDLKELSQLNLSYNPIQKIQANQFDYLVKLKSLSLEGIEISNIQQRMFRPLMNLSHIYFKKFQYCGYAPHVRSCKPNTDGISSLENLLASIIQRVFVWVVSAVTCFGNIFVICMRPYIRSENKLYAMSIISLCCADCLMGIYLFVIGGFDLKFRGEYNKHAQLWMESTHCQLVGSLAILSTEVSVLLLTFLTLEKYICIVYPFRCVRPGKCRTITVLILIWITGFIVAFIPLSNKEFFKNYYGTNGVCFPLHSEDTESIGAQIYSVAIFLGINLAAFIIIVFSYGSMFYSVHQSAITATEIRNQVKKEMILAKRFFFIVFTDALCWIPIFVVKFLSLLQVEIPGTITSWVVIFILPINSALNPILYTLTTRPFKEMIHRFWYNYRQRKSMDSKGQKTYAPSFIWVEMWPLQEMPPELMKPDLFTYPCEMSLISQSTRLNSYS
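HEK293 cells stably expressing RXFP1, treated 30 min at 37C with compounds plus PDE4 inhibitor Ro 20174; cAMP measured by HTRF TR-FRET. Normalized to buffer and 29 nM porcine relaxin; EC50 by Hill fit.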
D1 antagonist: blocks dopamine activation of the human D1 receptor; HEK293 TREx D1 cells, calcium flux, dopamine EC80; hits give low values; activity change, negative = inhibition, % at 10 µM; 360,000 tested, 3.2% active; AID 504652; in the data active = activity change below about -30%; note: % is set by controls: 0 for no effect and ±100 for the full control effect
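Calcium flux readout: force-coupled, inducible Hek293 Trex D1 line, cells induced overnight at 30 C with tetracycline, dye-loaded 30–90 min at RT. Antagonism scored against EC80 dopamine challenge given 180 s after compound.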
D2 potentiator: D2 dopamine receptor (human) potentiation; AID 485347; P14416; 340,000 tested, 0.34% active; potentiation, % at 10 µM; HEK293 T-REx D2, calcium flux, EC20 dopamine potentiation;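 active = potentiation over 3 SD above the plate norm, cut at about 30% in these data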; note: 0% is about no effect
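Tetracycline-induced Hek293 Trex D2 cells, force-coupled to calcium, loaded with no-wash calcium dye. Compound added with 180 s kinetic read for agonism, then EC20 dopamine and a further 180 s read for potentiation.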
The depositor's hits bear a star; / = no result given; & = joins results of further samples; ! = a repeat was not active. Unless noted, calls come from the whole dose curve; as a rule, active = well fitted curve in the direction sought with a large enough effect; inconclusive = small, poorly fitted or top-dose-only effect, or another doubt; inactive = no such curve, though single readings can be large; an effect the other way counts as inactive or inconclusive. A portion of the library (hit frequency here may not be typical).

Below each compound: D2 potentiator, Vif-A3G inh, D1 antagonist, LDHA block, Vif-A3F inh, D1 ag, D1 PAM, Glioma ERSR ind, RXFP1 ag
O=C(C1CCCN(Cc2ccc(Cl)cc2)C1)N1CCCCC1 (stereo not drawn)
  -6, 1%, 11, -16, 0%, 3, -3, -4%, 3.2%
O=c1cc(-c2ccccc2)nc(SCc2ccc(F)cc2)[nH]1
  8, 0%, -7, -4, 3%, 4, 2, -4%, 3.4%
CCn1c(Cc2ccccc2)nnc1SCC(=O)Nc1ccc(OC)cc1
  13, 0%, -11, 3, -6%, 2, -2, -7%, 2.2%
Cc1nn2cc(-c3ncc(C(F)(F)F)cc3Cl)cnc2c1Br
  0, -1%, -7, -9, -3%, 1, -1, -4%, 0.9%
COC(=O)CN(n1cnnc1)S(=O)(=O)c1ccccc1
  0, 0%, -3, -5, -4%, 4, -5, 1%, 1.9%
CN1CCNC(=O)C1CC(=O)NCCc1ccccc1F (stereo not drawn)
  -5, 0%, 1, 2, 0%, 3, 0, -7%, 0.1%
CC(C)N(C(=O)CSc1nc2c([nH]1)c(=O)n(C)c(=O)n2C)c1ccccc1
  -5, -1%, -29, -5&1, 3%, 2, -13, -4%, 2.7%
OCC1(CCOc2ccccc2)CCN(Cc2ccc(OC(F)F)cc2)CC1
  -19, 3%, -3, -3, -10%, 20, -3, 0%, 0.8%
COc1ccc([N+](=O)[O-])cc1NC(=O)C(C)N(C)Cc1cccc(OC)c1OC (stereo not drawn)
  -12, 1%, -12, 0, -14%, 0, -11, -3%, 2.3%
O=C(c1cccs1)N1CCN(Cc2nc(-c3ccccc3)no2)CC1
  /, 1%, /, -1, 2%, /, /, -2%, /

Shown with each value named: part of the list above.
COc1ccc([N+](=O)[O-])cc1NC(=O)C(C)N(C)Cc1cccc(OC)c1OC (stereo not drawn)
  D2 potentiator: -12; Vif-A3G inh: 1%; D1 antagonist: -12; LDHA block: 0; Vif-A3F inh: -14%; D1 ag: 0; D1 PAM: -11; Glioma ERSR ind: -3%; RXFP1 ag: 2.3%
O=C(c1cccs1)N1CCN(Cc2nc(-c3ccccc3)no2)CC1
  D2 potentiator: /; Vif-A3G inh: 1%; D1 antagonist: /; LDHA block: -1; Vif-A3F inh: 2%; D1 ag: /; D1 PAM: /; Glioma ERSR ind: -2%; RXFP1 ag: /

(list continues)
Below each compound: D2 potentiator, Vif-A3G inh, D1 antagonist, LDHA block, Vif-A3F inh, D1 ag, D1 PAM, Glioma ERSR ind, RXFP1 ag
O=C(NC1CCCC1)C1c2ccccc2C(=O)N1C1CCCCC1 (stereo not drawn)
  8, 0%, 13, -8, -4%, -1, -2, -4%, 0.2%
CS(=O)(=O)c1ccc2nc(NC(=O)c3ccccc3)sc2c1
  -2, -3%, 6, 2, -10%, 7, -5, -7%, 21%
O=C(O)c1cccc(Nc2nc3ccccc3nc2NS(=O)(=O)c2cccs2)c1
  -6, 1%, 17, -3, -2%, 0, -2, -6%, 22%
CCCCN(C(=O)c1ccc([N+](=O)[O-])s1)c1c(N)n(CCCC)c(=O)[nH]c1=O
  5, -17%, 1, 7, 13µM*, 6, -2, -4%, -0.4%
CC(C)(C)NC(=O)NC(=O)CSc1ccc(S(=O)(=O)N2CCCCC2)cn1
  -10, -8%, -39*, 1, -3%, 8, 5, -2%, -2.6%
COC(=O)COc1ccc(Oc2cc(C)nc(SC)n2)nn1
  /, 0%, -6, -7, -1%, 4, 8, -3%, 1.8%
Clc1ccc2c(N3CCOCC3)ccnc2c1
  -1, -3%, -3, -6, -1%, 3, -2, -9%, 2.1%
CCc1nnc(NS(=O)(=O)c2ccc(NC(=O)/C=C/c3ccccc3Cl)cc2)s1
  7, -5%, 7, -12, -16%, 1, -1, 7%, 2.0%
COc1ccc(-c2cc(C(=O)NN)n(-c3ccccc3)n2)cc1
  -1, -2%, 2, -3, -2%, 4, -3, 2%, 0.0%
COCCN(C(=O)COC(=O)c1ccc2c(c1)OCCO2)c1c(N)n(Cc2ccccc2)c(=O)[nH]c1=O
  3, 0%, 7, -4, -11%, 4, 3, -5%, -0.2%
COC(=O)C=C1CCC2C3CCC4=CC(=O)CCC4(C)C3C(=O)CC12C (stereo not drawn)
  /, 0%, /, -16, -10%, /, /, -6%, /
CCn1c(SCc2nc(-c3ccccc3)no2)nnc1-c1ccco1
  6, -3%, -3, -5, -7%, 4, 1, 2%, 1.4%
COc1cc(CN2CCN(S(=O)(=O)c3ccc(F)cc3)CC2)cc(OC)c1OC
  -3&-10, -1%&3%, -4&-1, -14&-16, -3%&-1%, 2&8, -7&0, -4%&-3%, 0.5%&-0.3%
Cc1ccc2nc(SCC(=O)Nc3ccc(C)c([N+](=O)[O-])c3)[nH]c2c1
  -23, -9%, -8, -2, -5%, 1, 2, 0%, 0.4%
Cc1ccc(NC(=O)CCc2ccccc2)cc1C
  /, 0%, /, -2, 0%, /, /, 1%, /
CCOc1ccc(-c2nnc(NC(=O)CCCOc3cccc(C)c3)o2)cc1
  -2, -3%, -33*, -4, 2%, 4, 3, 2%, -3.5%
CCOC(=O)c1cc(S(=O)(=O)N2CCC(C)CC2)cn1C
  -5, -2%, -12, 0, -1%, 1, 2, -4%, 0.0%
COc1ccc(Br)cc1C(=O)Nc1ccc(C(=O)O)cc1
  -6, -11%, -2, -5, 0%, 1, -7, -3%, 0.8%
COC(=O)c1ccc([C@H]2Nc3ccc(S(=O)(=O)Nc4ccc(C)cc4)cc3[C@H]3C=CC[C@H]32)cc1
  /, -10%, -14, 7, 2%, 2, 2, -2%, 3.6%
CC(=O)Nc1ccc(S(=O)(=O)NC(C)c2ccncc2)cc1 (stereo not drawn)
  0, 1%, 2, -2, -3%, 0, -2, -3%, -0.7%
Cc1cc(C)c(S(C)(=O)=O)c(S(=O)c2ccc(Cl)cc2)n1 (stereo not drawn)
  -7, 1%, -20, -3, 3%, 2, -3, -5%, -1.2%
CC(=O)N/C(=C\c1cccc([N+](=O)[O-])c1)C(=O)NC(C)C
  6, -4%, 11, -6, -3%, 4, 5, -3%, 4.8%
COC(=O)c1ccc2c(c1)NC(=O)C(N1CCCCC1)S2 (stereo not drawn)
  -1, 2%, 4, -4, -1%, 5, -3, 5%, 0.5%
CC(C)(C)NC(=O)NC(=O)COC(=O)C1CCN(S(=O)(=O)c2cccs2)CC1
  4, -6%, 5, 0, 0%, 0, -1, -1%, -1.2%
COc1ccc(OC)c(S(=O)(=O)N2CCC(C(=O)N3CCCCCC3)CC2)c1
  -7, 0%, 1, 1, 11%, 3, 6, 1%, -1.5%
O=C(Cc1cccs1)Nc1nnc(CCc2ccccc2)s1
  -19, -9%, 2, -2, -3%, 0, 4, -1%, 0.0%
CS(=O)(=O)c1cccc(-c2nnc(NC(=O)c3ccc4ncsc4c3)o2)c1
  12, 1%, 15, -1, 2%, -1, -2, -2%, -0.6%
CC(C)(C)NC(=O)CN(C(=O)CN1C(=O)C(=O)c2ccccc21)C(C)(C)C
  -1, -1%, -12, -9, 0%, 3, 6, 2%, 2.9%
COc1ccc(NC2CCCN(C(=O)CN3CCOC3=O)C2)cc1OC (stereo not drawn)
  4, 1%, 4, 7, -8%, 0, 3, 4%, -2.9%
COc1ccc(C2CC(=O)c3cnc(N4CCc5ccccc54)nc3C2)c(OC)c1 (stereo not drawn)
  1, /, 12, /, /, 5, 2, /, 9.7%
CN(C)CCN(Cc1ccccc1)c1ccccn1
  -20&-23, 0%, -31*!, -3, 3%, 4&2, -5&-2, -3%&-2%, 4.0%&-1.6%
O=C(COC(=O)Cc1ccc(Cl)cc1)NCc1ccc(F)cc1
  -6, -12%, 4, -3, 10%, 0, -2, -3%, -0.9%
COC(=O)c1ccn(C(=O)c2ccc(Cl)cc2)n1
  -9, -2%, -18, 0, -2%, 1, -7, 0%, -0.8%
O=C(c1ccccc1NS(=O)(=O)c1ccc(F)cc1)N1CCc2ccccc21
  -11, -7%, 0, -1, -11%, 0, -4, -4%, 2.5%
COc1ccc(C(=O)N(C)Cc2ccc(C)o2)cc1OC1CCN(C(C)C)CC1
  1, 1%, 7, 1, 1%, 1, -13, -4%, 1.4%
Cc1cc(=O)oc(C)c1C(=O)N[C@@H]1CCCCNC1=O
  -3, 0%, 3, 3, 3%, 2, -3, -6%, 2.3%
COc1ccc(CCC(=O)OCC(=O)NCc2ccccc2)cc1
  17, -1%, 8, -8, -6%, 3, 5, -2%, 0.9%
CCC(=O)N(CC)c1nc(-c2cc(OC)ccc2OC)cs1
  5, 2%, 30, 7, 2%, 34*, -3, 0%, -0.6%
CCCN1C(=O)C(O)(c2c(C)[nH]c3ccccc23)c2ccccc21 (stereo not drawn)
  -1, 2%, -2, 0, -2%, 2, 1, -1%, 3.2%
NCC(c1ccccc1)(c1ccccc1)c1ccccc1
  15, -14%, 28, -1, -18%, 9, 1, -4%, -1.3%
Cc1ccc2cccc(NC(=O)C(C)Oc3ccc(Cl)cc3Cl)c2n1 (stereo not drawn)
  11, 0%, -5, 1, 1%, 4, -4, -4%, 1.6%
Clc1cc(NCc2ccccc2)ncn1
  -1, -5%, 7, 3, -6%, 7, -4, -1%, 0.3%
O=C(CSc1nc2ccccc2c(=O)n1NC(=O)c1ccccc1)c1ccc(Cl)cc1
  9, -6%, -2, -4, 0%, 5, -5, 3%, 0.7%
CCNC(=O)c1cc(Cl)ccc1OC
  13, 0%, -21, -6, 4%, 1, 1, -1%, 0.6%
Cc1cc(C)cc(NC(=O)c2ccc(S(=O)(=O)N(C)CC3CCCO3)cc2)c1 (stereo not drawn)
  -3, -1%, -1, -3, -4%, 3, 3, -3%, -0.4%

Screens: PubChem BioAssay, National Center for Advancing Translational Sciences (NCATS)
